# From PubChem BioAssay
# Scp-1 inhibitor: blocks human Scp-1 phosphatase activity; Q9GZU7; Recombinant Scp1, phosphopeptide, malachite green phosphate absorbance; inhibition, % at 20 µM; hit rate 0.88% among 340,000; AID 493091;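 active = inhibition above about 50% at 20 µM, limit read from the data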;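 also: plate controls were DMSO wells with enzyme for no effect and wells lacking enzyme for full effect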
# Target sequence (Q9GZU7 76-261 limits assumed): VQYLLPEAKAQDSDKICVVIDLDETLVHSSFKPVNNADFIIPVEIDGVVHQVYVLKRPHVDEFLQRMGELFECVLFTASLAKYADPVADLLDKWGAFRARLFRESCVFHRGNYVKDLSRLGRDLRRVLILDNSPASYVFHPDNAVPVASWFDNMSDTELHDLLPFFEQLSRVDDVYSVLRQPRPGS
#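 Test system: SCP-1 phosphatase catalytic domain, residues 76-261 | Compound dosing: One concentration, 20 µM, with 1.0% DMSO | Schedule: 45 min room-temperature reaction, 5 min colour, 30 min stabiliser | Detection: Absorbance at 630 nm | Read-out basis: % inhibition of SCP-1 phosphate liberation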
# Neddylation inh: cullin neddylation inhibition. P61081+Q13564. TR-FRET cullin neddylation, biochemical. calls only at 25 µM. hit rate 0.58% among 360,000. AID 651699; in the data active = inhibition above about 36%
# CendR NRP1 mod: modulators of CendR peptide binding to human neuropilin-1 | O14786 | FAM-RPARPAR peptide binding to NRP-1, fluorescence polarization | inhibition, % at 25 µM | hit rate 0.85% among 360,000 | AID 602438;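 active = inhibition or corrected inhibition above about 18%, plus a signal ratio from 0.5 to 1.5, limit read from the data, passing the limit was not always enough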; also: strong numbers were not always called active
# NadD inh: blocks S. aureus nicotinate mononucleotide adenylyltransferase | purified NadD enzyme, colorimetric absorbance read-out | inhibition, % at 20 µM | hit rate 0.78% among 360,000 | AID 602399; in the data active = inhibition above about 26%; also: some compounds past the cut are filed as inactive
# SUMO1 PPI mod: SUMO1-SIM interaction modulation; inhibition, % at 20 µM; hit rate 0.33% among 360,000; SUMO1 binding to a labelled peptide, TR-FRET, 1 h; P63165; AID 602429; in the data active = inhibition above about 37%
# Target sequence (P63165 whole entry, looked up): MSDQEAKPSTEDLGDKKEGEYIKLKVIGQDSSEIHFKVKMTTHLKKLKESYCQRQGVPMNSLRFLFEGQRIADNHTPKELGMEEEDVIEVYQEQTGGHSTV
# LMPTP inh: LMPTP (human) inhibition. hit rate 0.22% among 360,000. recombinant LMPTP-A, OMFP fluorogenic substrate, fluorescence intensity. inhibition, % at 20 µM;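 active = compounds that cut the enzyme signal by at least half of the control window in the single-dose screen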;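 also: plate controls were DMSO wells with enzyme plus substrate for no effect and substrate without enzyme for full effect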
# Target sequence (P24666 whole entry, looked up): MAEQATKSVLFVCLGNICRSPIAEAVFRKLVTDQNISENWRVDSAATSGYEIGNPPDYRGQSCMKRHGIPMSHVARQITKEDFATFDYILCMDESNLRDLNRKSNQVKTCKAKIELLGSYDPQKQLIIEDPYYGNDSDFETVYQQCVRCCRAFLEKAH
#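 material = LMPTP-A | quantity = 0.625 nM enzyme | reagent = OMFP substrate, 400 µM final | buffer or medium = Bis-Tris pH 6.0, DTT, detergent | detection = endpoint fluorescence intensity from OMFP dephosphorylation | dosing = single 20 µM dose | read-out basis = % inhibition relative to no-enzyme and uninhibited control wells | control set = no-enzyme and uninhibited controls | timing = 50 min at room temperature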
# DNMT1 inh: blocks human DNA methyltransferase DNMT1; P26358; DNMT1 molecular beacon, Hinp1I cleavage, fluorescence; inhibition (reported as % activation of signal), % at 10 µM; hit rate 0.83% among 360,000; AID 588458; in the data active = inhibition above about 50%
# Tb MetRS inh: Trypanosoma brucei MetRS inhibition; inhibition, % at 11.9 µM; hit rate 0.4% among 360,000; purified T. brucei MetRS, ATP depletion, Kinase-Glo luminescence;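 active = inhibition above a per-plate cutoff of the control wells' mean inhibition plus 3 SD, cut at about 5.5% in these data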;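 also: 0% = DMSO wells median and 100% = median of wells with control inhibitor compound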
#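 Test system – parasite MetRS enzyme · Reagent – substrates ATP, L-methionine and bulk Escherichia coli tRNA · Doses – 11.9 µM compound single dose, 0.9% DMSO · Times – 15 min enzyme-compound preincubation, 2 h reaction, 10 min detection, 25 °C · Signal – Kinase-Glo luminescence, ATP depletion format · Controls – DMSO-only wells as low control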
# SKN-1 inh: blocks SKN-1 activity in C. elegans | C. elegans VP596 Pgst-4::GFP/RFP ratio, acrylamide-induced, 24 h | inhibition, % at 21.8 µM | hit rate 0.49% among 360,000 | AID 624304;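 active = interference check ratio from 0.5 to 1.5 plus GFP to RFP signal ratio inhibition reaching or exceeding a fixed threshold, cut at about 30% in these data, passing the limit was not always enough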; also: some compounds called inactive have numbers as strong as hits
# STEP inh: blocks human striatal-enriched tyrosine phosphatase; P54829; recombinant STEP, OMFP fluorogenic substrate, fluorescence; inhibition, % at 20 µM; hit rate 0.25% among 360,000;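 active = inhibition at 20 µM, scaled per plate between control wells, above about 37%, limit read from the data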;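 also: 0% = DMSO with enzyme and substrate and 100% = substrate only without enzyme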
# Target sequence (P54829 whole entry, looked up): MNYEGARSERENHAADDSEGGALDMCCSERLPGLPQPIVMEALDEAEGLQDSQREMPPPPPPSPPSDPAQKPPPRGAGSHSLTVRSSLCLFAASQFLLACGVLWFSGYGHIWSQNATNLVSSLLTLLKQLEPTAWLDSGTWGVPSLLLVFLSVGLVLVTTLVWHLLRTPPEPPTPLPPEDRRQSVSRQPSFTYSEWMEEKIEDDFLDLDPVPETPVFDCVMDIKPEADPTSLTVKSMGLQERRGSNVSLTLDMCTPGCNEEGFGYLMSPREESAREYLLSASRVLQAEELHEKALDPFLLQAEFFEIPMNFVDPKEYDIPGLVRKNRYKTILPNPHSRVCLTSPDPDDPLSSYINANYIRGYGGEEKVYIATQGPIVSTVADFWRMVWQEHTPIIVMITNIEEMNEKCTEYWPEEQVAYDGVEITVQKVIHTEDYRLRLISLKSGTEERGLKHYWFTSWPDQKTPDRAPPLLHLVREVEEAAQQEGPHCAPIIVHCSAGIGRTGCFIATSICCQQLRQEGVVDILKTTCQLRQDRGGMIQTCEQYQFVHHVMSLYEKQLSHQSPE
#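 Also added – OMFP at 25 µM · Test system – STEP tyrosine phosphatase · Technique – FITC-channel fluorescence of OMFP product · Schedule – 20 min at room temperature, dark · Evaluation – control-normalized % inhibition with plate pattern correction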
# Numbers without * were called inactive; i = inactive; x = not tested or not shown; + = active, no number; & = joins results of further samples.
SMILES,Scp-1 inhibitor,Neddylation inh,CendR NRP1 mod,NadD inh,SUMO1 PPI mod,LMPTP inh,DNMT1 inh,Tb MetRS inh,SKN-1 inh,STEP inh
CCc1cc2c(=O)oc(-c3ccc(Br)cc3)nc2s1,-3,i,0,-5,-3,-0.6,7,-0.7,-7,-1
NC(=O)c1ccc[n+]([C@H]2O[C@@H](COP(=O)([O-])OP(=O)(O)OC[C@H]3O[C@@H](n4cnc5c(N)ncnc54)[C@H](O)[C@@H]3O)[C@H](O)[C@@H]2O)c1,-9,+,-60,-3,3,-1.3,7,-6.7,8,-1
Cc1nn(-c2ccccc2)c(N2CCCC2)c1/C=N/Nc1ccc(S(=O)(=O)Nc2ccccc2)cc1[N+](=O)[O-],1,i,-7,47*,-18,9.6,-1,0.1,7,6
Cc1ccc(CN2C(=O)CSC2c2ccc(F)cc2)cc1 (stereo unspecified),-10,i,-3,-7,3,0.7,-1,-0.4,-2,0
C/C(=N\NC(=O)C1CC1)c1ccccc1Br,-5,i,3,-3,2,-0.1,2,0.0,-2,-1
Cc1ccc(O)c([C@H](CCN(C(C)C)C(C)C)c2ccccc2)c1,-1&-11,i,-4&-10,-7&-5,-5&2,1.7&0.1,-1&0,-1.1&-0.4,3&5,2&0
CCOCC(=O)Nc1nc(-c2ccccc2)c(CC)s1,-2,i,-8,1,0,-0.5,-11,0.0,4,0
COC(=O)COc1cccc(NC(=O)c2cccc(C)c2)c1,-4,i,-4,-4,5,-0.3,1,-0.7,0,1
COc1ccc(N(CC(=O)NCc2ccco2)S(=O)(=O)c2c(C)nn(C)c2C)cc1,-7,i,-1,2,4,-2.5,2,-0.9,1,1
CCOc1cccc(CN2CCC(Oc3ccc(C(=O)NCc4ccccn4)cc3)CC2)c1,1,i,-9,-5,3,0.3,0,-0.3,6,2
NS(=O)(=O)c1ccc(CCNC(=O)C(=O)NCC2OCCN2S(=O)(=O)c2cc(F)ccc2F)cc1 (stereo unspecified),-3,i,6,1,3,8.1,-9,0.1,-1,0
CN(C)CCCN1C(=O)c2oc3ccccc3c(=O)c2C1c1cccs1 (stereo unspecified),-13,i,-14,-3,-1,-1.9,-6,0.0,11,-1
COCC(=O)Nc1nnc(Cc2ccc(OC)cc2)s1,-5,i,4,-6,1,-1.5,6,-2.3,-3,-5
NS(=O)(=O)c1ccc(CCNC(=O)CN2C(=O)NC(c3ccccc3)(c3ccccc3)C2=O)cc1,-7,i,0,1,5,-0.6,1,0.0,10,3
c1cncc(CNc2ncnc3sc4c(c23)CCCC4)c1,-6,i,-6,-6,3,1.3,-1,-0.6,-8,5
CC1CCN(C2CC(=O)N(c3ccc(Br)cc3Br)C2=O)CC1 (stereo unspecified),-1,i,-12,-1,-3,1.8,3,-0.2,0,-3
O=C(CN1C(=O)CCC1=O)NC(=O)NC1CCCC1,-10,i,6,0,-1,0.4,20,2.2,5,3
Cc1nn(-c2ccccc2)c2c1CC(=O)Nc1ccccc1-2,2,i,6,2,0,-1.0,1,0.1,13,1
COC(=O)c1c(NC(=O)C(C)(C)C)sc2c1CCN(Cc1ccccc1)C2,-9,i,0,2,-3,-3.1,0,-0.6,-1,2
Cc1ccc(C)c(N2N=C(C(=O)Nc3ccc(N4CCOCC4)cc3)CCC2=O)c1,-5,i,11,4,4,-0.6,-4,-0.5,6,-1
O=c1c2ccccc2c2ccccc2c(=O)n1Cc1ccco1,-8,i,0,-2,-4,1.3,3,-0.3,-5,1
O=C(NCCO)C1(c2ccccc2)CCCC1,-5,i,-14,-4,0,-1.4,1,-1.2,-22,0
CCn1c(=S)sc2c(=O)[nH]c(SCC(=O)Nc3cc(OC)ccc3OC)nc21,-5,i,1,11,14,0.8,-7,0.4,-12,-3
Cn1c(=O)n(Cc2ccccc2)c(=O)c2c1nc(NCC1CCCO1)n2Cc1ccccc1 (stereo unspecified),-5,i,5,-7,-2,-0.1,-4,-0.3,-11,2
O=C(Nc1cccc(-c2nc3ccccc3s2)c1)C1=COCCO1,-7,i,1,-6,-4,0.6,-13,0.9,-12,1
CC(=O)C1=C(O)C(=O)N(c2nccs2)C1c1ccc(Br)cc1 (stereo unspecified),-7,i,-1,2,-10,-0.7,-1,0.5,5,-3
Cc1ccc2c(cnn2C(=O)CCCC(=O)NCc2ccc(F)cc2)c1,-9,i,-14,-12,-3,0.4,-3,0.2,0,-2
CCOC(=O)c1c(C)[nH]c(C(=O)C(C)Sc2ccc(Cl)cc2)c1C (stereo unspecified),-23,i,11,-7,-3,4.5,-5,0.0,7,-9
CC(C)C(=O)Nc1nnc(SCC(=O)NC2CCCC2)s1,-6,i,7,-4,1,-0.8,3,-0.3,14,-2
CN(CCCNC(=O)C1CCN(S(=O)(=O)N2CCC3(CC2)OCCO3)CC1)Cc1ccccc1,-8,i,8,2,2,-2.7,0,-0.1,5,-3
Cc1cnc(=O)[nH]c1SCc1ccccc1F,3,i,6,1,0,0.5,33,-0.4,-15,0
C=C(C)C1CCC(C)=C1CC(C)(C)/C=N\n1cnnc1 (stereo unspecified),7,i,-4,1,4,-0.7,5,-0.2,8,3
O=C(CN1CCOCCOCCOCCOCC1)Nc1ccccc1,-10,i,-8,6,-4,-0.6,-1,-0.1,19,-1
CCNC(=O)C[C@@H]1CC[C@H]2[C@@H](COC[C@H](O)CN2C(=O)C2CC2)O1,x,i,7,x,6,-1.4,x,-0.2,-3,x
Cc1ccc(C)c(OCC(=O)Nc2ccc(S(=O)(=O)Nc3onc(C)c3C)cc2)c1,-8,i,8,0,3,-0.8,1,-0.2,-12,-1
Cc1ccc2nc(C)c(C(=O)N/N=C/c3cccc([N+](=O)[O-])c3)cc2c1,-3,i,-4,0,-16,-0.1,-7,-0.4,0,-1
COC(=O)c1cc2oc(C)cc2n1CC(=O)Nc1cc(C)cc(C)c1,-3,i,-1,-11,1,0.7,-2,-0.7,8,1
O=C(c1c[nH]c2ccccc12)N1CCOCC1,-3,i,-6,1,-2,-2.6,1,-0.1,-6,-8
CCc1ccc[n+](-c2nc3ccccc3nc2C(=C=[N-])C#N)c1,-5,i,-119,-1,-47,2.1,-2,0.3,17,1
COc1ccc(COc2ccsc2C(=O)Nc2ccc(Cl)c(Cl)c2)cc1,42,i,-4,-13,0,21,47,0.4,-10,55*
COc1cc(SC)ccc1C(=O)NCCCn1ccnc1,-10,i,-8,-5,6,0.4,-2,-0.4,13,-3
CC(C)=CC1C(C(=O)Nc2ccc(S(=O)(=O)N3CCOCC3)cc2)C1(C)C (stereo unspecified),-6,i,-9,-1,-1,2.3,1,-0.6,4,0
COc1ccc(C(=O)N2CCCC(c3cc(C(=O)NCc4cccnc4)no3)C2)cc1 (stereo unspecified),x,i,1,2,-2,-1.3,5,-0.1,4,-4
COc1cccc(C(=O)Cn2c(NCCO)nc3ccccc32)c1,-18,i,8,-5,1,9.4,1,-0.3,-5,-2
COc1ccc(-c2onc3ccc(C(=O)/C=C/N(C)C)cc23)cc1,-12,i,-6,5,-24,4.2,-5,-0.5,-2,0

# As entered above.
# Scp-1 inhibitor result of `Cc1cnc(=O)[nH]c1SCc1ccccc1F` : 3
# SUMO1 PPI mod result of `COc1cccc(C(=O)Cn2c(NCCO)nc3ccccc32)c1` : 1

# The main list resumes with the 2 entries that preceded the break.
SMILES,Scp-1 inhibitor,Neddylation inh,CendR NRP1 mod,NadD inh,SUMO1 PPI mod,LMPTP inh,DNMT1 inh,Tb MetRS inh,SKN-1 inh,STEP inh
COc1cccc(C(=O)Cn2c(NCCO)nc3ccccc32)c1,-18,i,8,-5,1,9.4,1,-0.3,-5,-2
COc1ccc(-c2onc3ccc(C(=O)/C=C/N(C)C)cc23)cc1,-12,i,-6,5,-24,4.2,-5,-0.5,-2,0
O=C(CN1C(=O)c2cccc3cccc1c23)N1CCN(c2ccc(F)cc2)CC1,-5,x,-7,-6,-4,-0.9,1,-0.1,-3,1
CCN(CC)C(=O)c1cn(CCC#N)nc1-c1ccc2c(c1)OCCO2,-3,i,-8,7,-2,-0.3,-2,-0.4,3,-1
COc1ccc(Cc2nc(-c3ccc(-n4cccc4)cc3)no2)cc1OC,-19,i,-2,-11,40,2.9,-8,-0.5,-2,0
Cc1cccc(OCC(=O)Nc2ccc3nc(C)sc3c2)c1,6,i,9,2,-2,-0.3,-6,-1.4,-19,-3
CN(CC(=O)Nc1ccccc1Cl)C(=O)c1ccc(N2C(=O)CCC2=O)cc1,-4,i,-2,-3,-3,-3.5,0,-0.3,11,0
O=C(NCc1ccccc1)C1C(c2ccccc2)=Nc2ccccc2N1C(=O)c1cnccn1 (stereo unspecified),x,i,-15,x,-10,-0.7,x,-0.8,4,x
C/C(=N\NC(=S)NCc1ccccc1)c1ccccc1,-4,i,1,1,3,1.8,-5,-0.3,3,2
O=C1CCCCC1(O)Cc1ccc2c(c1)OCO2 (stereo unspecified),-10,i,13,-6,3,-2.6,0,0.1,-3,-5
CCOC(=O)C1CCC2(CC1)C(C#N)=C(N)Oc1n[nH]c(C)c12 (stereo unspecified),-7,i,-1,2,0,0.2,-9,-0.4,2,-2
COc1cc(OC)cc(C(=O)NC(C)CCc2ccccc2)c1 (stereo unspecified),-5,i,0,2,5,-0.5,-1,-1.1,2,0
CCOc1ccc(CN2CCN(Cc3cccc4nonc34)CC2CCO)cc1 (stereo unspecified),3,i,-6,-3,-16,-1.7,0,-0.5,-4,3
COc1ccc(S(=O)(=O)N(C)c2ccc(C(=O)NC3CC3)cc2)cc1,-2,i,10,-5,9,-0.6,0,0.0,-3,-2
COc1cc(/C=N/NC(=O)c2cccc3ccccc23)cc(OC)c1O,0,i,4,-2,-8,0.1,4,-0.8,8,0
CC1=C(C(=O)OCC(Cl)(Cl)Cl)N2C(=O)C(NC(=O)Cc3ccccc3)C2SC1 (stereo unspecified),-4,i,-14,-2,2,0.4,2,-0.9,-23,-4
O=C(Nc1ccc(F)cc1)c1oc2ccccc2c1NC(=O)C1CC1,-11,i,7,-7,4,3.9,-3,0.0,26,1
COc1ccc(CN(C)C(=O)COC(=O)c2c(-c3ccccc3Cl)noc2C)cc1,-5,i,4,-10,1,0.7,-2,-0.5,4,3
